SMN2 splice enh: qHTS Assay for Enhancers of SMN2 Splice Variant Expression; HEK293 SMN2-luciferase splicing reporter, luminescence, 30-36 h; Potency, µM (series often up to 46.1 µM), inactives show at the highest dose activity change, positive = activation, usual class: activators; hit rate 2.8% among 210,000; note: % of control where 0% means no effect; nearly all actives have a fitted effect of over 55% in size
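HEK293 cells carry an SMN2 […]–luciferase reporter in which exon 7 inclusion puts luciferase in frame. Cells were plated 10-12 h before compound addition, then incubated 30-36 h at 37C. ONE-Glo luminescence was read; sodium butyrate at 4.5 mM final served as control.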
IMPase Li cell: qHTS Assay for Identifying the Cell-Membrane Permeable IMPase Inhibitors: Potentiation with Lithium | CHO-M1 cells, IP1 TR-FRET (IP-One), carbachol + lithium | Potency, µM (titrated, usually from 59.4 µM), for inactives: at the top dose activity, negative = IMPase inhibition, hits mostly inhibitors | hit rate 0.35% among 210,000 | AID 1457, 2008;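 note: IP1 builds up when IMPase is blocked and the TR-FRET signal falls; plate controls were basal vehicle for no effect and high inhibitor control for full effect; nearly all actives have a fitted effect of over 50% in size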
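Test compounds were applied to CHO-M1 cells previously cultured for 16–30 h at 2000 per well. A small lithium amount accompanied them; after 30 min at 37C, IP1 was quantified by TR-FRET.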
RGS12 GoLoco inh: qHTS Assay for Inhibitors of RGS12 GoLoco Motif Activity (Red Fluorophore) | Potency, µM (highest dose often 61.6 µM), for inactives: at the highest dose activity, negative = inhibition, hits mostly inhibitors | Gai1:RGS12 GoLoco peptide FP, rhodamine, 10 min | Guanine nucleotide-binding protein G(i) subunit alpha-1 (Homo sapiens), P63096 | hit rate 0.44% among 230,000 | AID 880, 2007; active = well fitted inhibition curve with a large enough effect, not every such curve was filed as active; inactive = no such curve, though single readings can be large or run the other way; note: % is set by controls: 0 for no effect and ±100 for the full control effect; nearly all actives have a fitted effect of over 30% in size; many of its hits are not listed in these tables
Target sequence (P63096 whole entry, looked up): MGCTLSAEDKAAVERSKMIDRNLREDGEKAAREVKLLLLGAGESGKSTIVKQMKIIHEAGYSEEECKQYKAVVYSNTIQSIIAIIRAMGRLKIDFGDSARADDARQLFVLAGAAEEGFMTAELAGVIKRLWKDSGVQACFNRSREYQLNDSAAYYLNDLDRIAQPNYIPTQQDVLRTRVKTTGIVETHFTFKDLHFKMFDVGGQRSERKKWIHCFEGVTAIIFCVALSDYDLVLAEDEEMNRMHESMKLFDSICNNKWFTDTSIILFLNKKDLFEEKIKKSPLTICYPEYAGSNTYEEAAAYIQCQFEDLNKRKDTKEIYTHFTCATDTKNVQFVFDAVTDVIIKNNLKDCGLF
KinaseGlo FLuc: Counterscreen for Luciferase (Kinase-Glo TM) Inhibition; Luciferin 4-monooxygenase (Photuris pensylvanica), Q27757; Kinase-Glo luciferase, ATP luminescence, 8 min; Potency, µM (highest dose often 38.3 µM), without a hit: at the top dose activity change, negative = inhibition, most hits filed as inhibitors; hit rate 0.28% among 200,000; note: % is set by controls: 0 for no effect and ±100 for the full control effect; nearly all actives have a fitted effect of over 60% in size
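Substrate mix (final 50 mM imidazole pH 7.2, 50 mM KCl, 7 mM MgCl2, 10 uM ATP, 0.01% Tween 20, 0.05% BSA) plus pin-tool compound, then Kinase-Glo detection mix; 8 min ambient, luminescence read.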
Epigenetic derep: Quantitative High-Throughput Screen for Regulators of Epigenetic Control | murine LDR cells, GFP reporter derepression, 30 h | Potency, µM (titrated, usually from 53.9 µM), for the others: top-dose GFP activation, actives largely listed as activators | hit rate 0.2% among 280,000 | AID 1865, 2009; note: % of control where 0% means no effect; nearly all actives have a fitted effect of over 60% in size
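Murine LDR cells carrying a silenced, genomically integrated CMV-driven GFP reporter were exposed to compound for 30 hours at 37 C. After PBS washes, GFP-positive cells (20–120 um objects) were counted by laser-scanning microplate cytometry.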
NPSR antag: qHTS Assay for Antagonists of the Neuropeptide S Receptor: cAMP Signal Transduction | Q6W5P4 | Potency, µM (titrated, usually from 38.3 µM), for inactives: top-dose activity change, negative = inhibition, hits mostly inhibitors | CHO-NPSR cells, cAMP TR-FRET, antagonist mode | hit rate 1% among 220,000; note: % is set by controls: 0 for no effect and ±100 for the full control effect; nearly all actives have a fitted effect of over 50% in size; many of its hits are not listed in these tables
KDM4E inh: qHTS Assay for Inhibitors of Human Jumonji Domain Containing 2E (JMJD2E); Lysine-specific demethylase 4E (Homo sapiens), B2RXH2; JMJD2E catalytic domain, FDH-coupled NADH fluorescence (FDH is formaldehyde dehydrogenase); Potency, µM (series often up to 57.1 µM), without a hit: at the top dose activity change, negative = inhibition, actives largely listed as inhibitors; AID 2147, 2009; hit rate 1.6% among 230,000; active = well fitted inhibition curve with a large enough effect, not every such curve was filed as active; inconclusive = small, poorly fitted or top-dose-only effect, or another doubt; inactive = no such curve, though single readings can be large or run the other way;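 note: 0% = wells with enzyme and -100% = buffer wells without enzyme; nearly all actives have a fitted effect of over 50% in size; many of its hits are not listed in these tables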
Target sequence (B2RXH2 1-337 limits assumed): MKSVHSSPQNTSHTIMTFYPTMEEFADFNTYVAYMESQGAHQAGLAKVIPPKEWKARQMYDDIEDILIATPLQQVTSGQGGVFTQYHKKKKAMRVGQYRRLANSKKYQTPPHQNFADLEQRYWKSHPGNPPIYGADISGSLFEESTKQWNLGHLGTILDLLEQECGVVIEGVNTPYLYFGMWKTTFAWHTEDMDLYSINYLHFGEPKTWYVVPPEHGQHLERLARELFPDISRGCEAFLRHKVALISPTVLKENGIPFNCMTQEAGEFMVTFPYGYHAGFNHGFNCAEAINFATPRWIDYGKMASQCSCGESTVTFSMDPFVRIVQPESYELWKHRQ
RECQ1 inh: qHTS Assay for Inhibitors of RecQ-Like Dna Helicase 1 (RECQ1) | hit rate 0.54% among 240,000 | RECQ1 DNA unwinding, red fluorescence kinetic read | AID 2549, 2010 | ATP-dependent DNA helicase Q1 (Homo sapiens), P46063 | Potency, µM (highest dose often 57.3 µM), for inactives: at the top dose activity, negative = inhibition, most hits filed as inhibitors;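 note: plate controls were vehicle for no effect and no enzyme for full effect; nearly all actives have a fitted effect of over 30% in size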
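50 nM RECQ1T1 preincubated 15 min with compound in Tris pH 8.0 buffer with MgCl2, DTT, Tween-20 and 2.5 ug/ml poly(dI-dC); started with 200 nM TAMRA/BHQ-2 forked duplex and 2 mM ATP. Unwinding read as fluorescence (525/598 nm), two reads 2 h apart.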
* marks the source's active call; other numbers are inactive results; i = inactive; ? = inconclusive; / = no result given; [ ] = another dose, or the depositor's remark. Unless noted, calls come from the whole dose curve; as a rule, active = well fitted curve in the direction sought with a large enough effect; inconclusive = small, poorly fitted or top-dose-only effect, or another doubt; inactive = no such curve, though single readings can be large; an effect the other way counts as inactive or inconclusive. Potency is the fitted concentration of half-maximal effect.

Labels used below – A = SMN2 splice enh; B = IMPase Li cell; C = RGS12 GoLoco inh; D = KinaseGlo FLuc; E = Epigenetic derep; F = NPSR antag; G = KDM4E inh; H = RECQ1 inh
(1) Cc1ccc(C(=O)Nc2ccc(Oc3cccc(C(F)(F)F)c3)nc2)cc1
  A: / | B: / | C: 8% | D: / | E: 1.1% | F: -4% | G: 5% | H: 1%
(2) COc1ccc(-n2nnc3c(SCC(=O)NCC4CCCO4)ncnc32)cc1 (stereo unspecified)
  A: 0% | B: 17%[38.3 µM] | C: 7% | D: -9% | E: 0.9% | F: -8%[46.1 µM] | G: 3% | H: -5%
(3) CCOC(=O)CSc1ccc(C(=O)Nc2ccc(Cl)cc2)cn1
  A: 6% | B: -4% | C: 10% | D: 1% | E: 1.1% | F: -16% | G: 8% | H: i
(4) CCC1(C)N=C(N)Nc2nc3cc(C)c(C)cc3n21 (stereo unspecified)
  A: / | B: / | C: -13% | D: / | E: 0.1% | F: 19% | G: 0% | H: 0%
(5) CCCCCC(=O)Nc1cccc(C2=NOC3(C2)C[C@@H](C(N)=O)N(C(=O)C2(C)CC2)C3)c1 (stereo partly specified)
  A: / | B: / | C: 15% | D: / | E: -0.8% | F: 17% | G: 7% | H: i
(6) CSc1ccc(NC(=O)Nc2ccccc2C(N)=O)cc1
  A: / | B: / | C: -7% | D: / | E: 1.6% | F: 43% | G: ? | H: 17%
(7) N=C1S/C(=C\c2cccc3ccccc23)C(=O)N1c1ccc(F)cc1
  A: -18% | B: 15% | C: 3% | D: 6% | E: 11% | F: -3% | G: -3% | H: -1%
(8) CC(C)(C)C1CCc2c(sc(NC(=O)c3cccs3)c2C(=O)N2CCCCC2)C1 (stereo unspecified)
  A: -2% | B: 0%[38.3 µM] | C: 6% | D: -7% | E: -6.3% | F: -19%[46.1 µM] | G: -3% | H: -6%
(9) N#C/C(=C\c1ccc(OC(=O)c2cccs2)cc1)c1nc2ccccc2[nH]1
  A: 11µM* | B: -3% | C: -7% | D: -21% | E: -1.8% | F: -37% | G: -2% | H: 7%
(10) Cc1ccc(-c2nnc(-c3ccccc3)c(-c3ccccc3)n2)cc1
  A: -27% | B: 9% | C: 10% | D: 1% | E: -2.2% | F: -33% | G: 5% | H: -13%
(11) C=C(C)c1cccc(C(C)(C)NC(=O)Nc2ccc3[nH]c(=O)[nH]c3c2)c1
  A: 9% | B: 37%[activator][38.3 µM] | C: 3% | D: -2% | E: -1.0% | F: -19%[46.1 µM] | G: -6% | H: -6%
(12) CCCCCCc1nc2ccccc2c(=O)n1N
  A: -12% | B: -1%[38.3 µM] | C: 2% | D: -1% | E: -1.0% | F: 3%[46.1 µM] | G: -1% | H: i
(13) CCCS(=O)(=O)N1CCN(S(=O)(=O)c2ccc(F)cc2)CC1
  A: -6% | B: 4% | C: 11% | D: -1% | E: -0.8% | F: 3%[46.1 µM] | G: 1% | H: i
(14) COc1ccc(N(CCC(=O)O)S(=O)(=O)c2ccc(C)c(C)c2)cc1
  A: / | B: / | C: 2% | D: / | E: -2.2% | F: 4% | G: -1% | H: 5%
(15) COc1ccccc1C=NC(CO)C(O)c1ccc([N+](=O)[O-])cc1 (stereo unspecified)
  A: 3% | B: -8%[38.3 µM] | C: 6% | D: -2% | E: -0.4% | F: -3%[46.1 µM] | G: -4% | H: 9%
(16) COC(=O)c1cccc(NC(=S)NCc2ccc(Cl)cc2)c1
  A: 17% | B: 10% | C: -9% | D: 1% | E: 0.1% | F: -18%[46.1 µM] | G: -1% | H: -14%
(17) c1ccc(CSc2nnc(-c3cccnc3)o2)cc1
  A: ? | B: -5% | C: -4% | D: -2% | E: 2.4% | F: -6%[46.1 µM] | G: 1% | H: i
(18) Nc1nc2n(n1)C(c1ccco1)CC(c1ccc(Cl)cc1Cl)N2 (stereo unspecified)
  A: 17% | B: -11% | C: 3% | D: 9% | E: -0.2% | F: 5% | G: ? | H: 0%
(19) Cc1ccc(-n2c(=O)[nH]cc(C(=O)N3CCc4ccccc43)c2=O)cc1
  A: ? | B: 3%[38.3 µM] | C: -1% | D: -1% | E: -1.1% | F: -4%[46.1 µM] | G: 4% | H: 11%
(20) C=C1CCC(OC(C)=O)/C(C)=C/CC2[C@H]1CC2(C)C (stereo partly specified)
  A: -7% | B: 5% | C: -2% | D: -3% | E: 0.3% | F: / | G: 5% | H: i

Structural class: those above containing fluorine.
Labels used below – A = SMN2 splice enh; B = IMPase Li cell; C = RGS12 GoLoco inh; D = KinaseGlo FLuc; E = Epigenetic derep; F = NPSR antag; G = KDM4E inh; H = RECQ1 inh
(1) Cc1ccc(C(=O)Nc2ccc(Oc3cccc(C(F)(F)F)c3)nc2)cc1
  A: / | B: / | C: 8% | D: / | E: 1.1% | F: -4% | G: 5% | H: 1%
(7) N=C1S/C(=C\c2cccc3ccccc23)C(=O)N1c1ccc(F)cc1
  A: -18% | B: 15% | C: 3% | D: 6% | E: 11% | F: -3% | G: -3% | H: -1%
(13) CCCS(=O)(=O)N1CCN(S(=O)(=O)c2ccc(F)cc2)CC1
  A: -6% | B: 4% | C: 11% | D: -1% | E: -0.8% | F: 3%[46.1 µM] | G: 1% | H: i

Part of the list above, screen by screen.
(11) C=C(C)c1cccc(C(C)(C)NC(=O)Nc2ccc3[nH]c(=O)[nH]c3c2)c1
(12) CCCCCCc1nc2ccccc2c(=O)n1N
(13) CCCS(=O)(=O)N1CCN(S(=O)(=O)c2ccc(F)cc2)CC1

| assay / compound | 11 | 12 | 13 |
| --- | --- | --- | --- |
| SMN2 splice enh | 9% | -12% | -6% |
| IMPase Li cell | 37%[activator][38.3 µM] | -1%[38.3 µM] | 4% |
| RGS12 GoLoco inh | 3% | 2% | 11% |
| KinaseGlo FLuc | -2% | -1% | -1% |
| Epigenetic derep | -1.0% | -1.0% | -0.8% |
| NPSR antag | -19%[46.1 µM] | 3%[46.1 µM] | 3%[46.1 µM] |
| KDM4E inh | -6% | -1% | 1% |
| RECQ1 inh | -6% | i | i |

Other records:
Labels used below – A = SMN2 splice enh; B = IMPase Li cell; C = RGS12 GoLoco inh; D = KinaseGlo FLuc; E = Epigenetic derep; F = NPSR antag; G = KDM4E inh; H = RECQ1 inh
(21) Cc1nc(=O)c(-c2ccccc2)c(C)n1-c1ccccc1O
  A: -3% | B: -18%[38.3 µM] | C: 7% | D: 1% | E: -2.6% | F: -1%[46.1 µM] | G: 7% | H: -2%
(22) Cc1cccc(-c2cc3nc(C)cc(C)n3n2)c1
  A: / | B: 12% | C: 0% | D: -9% | E: 0.1% | F: 8% | G: ? | H: -5%
(23) CCCCCC(O)CCc1n[nH]c(=S)n1-c1ccccc1 (stereo unspecified)
  A: 4% | B: -5%[38.3 µM] | C: 11% | D: 4% | E: -3.4% | F: -16%[46.1 µM] | G: 4% | H: -11%
(24) CN1/C(=C\C(=O)CSc2ncn[nH]2)C(C)(C)c2ccccc21
  A: -11% | B: -3% | C: 15% | D: 3% | E: -3.2% | F: 7% | G: ? | H: -9%
(25) CC(=O)O[C@@]1(C(C)=O)CCC2C3CC(C)C4=CC(=O)CC[C@@]4(C)C3CC[C@]21C (stereo partly specified)
  A: -69%[inhibitor] | B: 17% | C: 8% | D: -6% | E: -0.5% | F: / | G: 5% | H: i
(26) COc1ccccc1OCCNC1CCCC1
  A: -25% | B: 7%[38.3 µM] | C: -9% | D: -2% | E: 0.0% | F: 4%[46.1 µM] | G: 1% | H: 2%
(27) COC(=O)C1=C(N)Oc2cc(C)oc(=O)c2C1c1cccnc1 (stereo unspecified)
  A: -13% | B: 2%[38.3 µM] | C: 3% | D: -4% | E: -1.0% | F: 7%[46.1 µM] | G: 5% | H: -2%
(28) S=C(NCc1cccs1)Nc1ccccc1Cl
  A: -37%[inhibitor] | B: -1% | C: -1% | D: 1% | E: 0.0% | F: 2% | G: 2% | H: 0%
(29) CC(C)CNC(=O)O
  A: -12%[9.22 µM] | B: -7% | C: -6%[14.2 µM] | D: 3%[7.66 µM] | E: / | F: / | G: / | H: /
(30) COCC(=O)Nc1ccccc1C(=O)NC(C)C
  A: -8% | B: 19%[38.3 µM] | C: -4% | D: -4% | E: 1.6% | F: -7%[46.1 µM] | G: 3% | H: -5%

Some of the entries above, reformatted.
[25] CC(=O)O[C@@]1(C(C)=O)CCC2C3CC(C)C4=CC(=O)CC[C@@]4(C)C3CC[C@]21C (stereo partly specified)
  SMN2 splice enh: -69%[inhibitor]; IMPase Li cell: 17%; RGS12 GoLoco inh: 8%; KinaseGlo FLuc: -6%; Epigenetic derep: -0.5%; NPSR antag: /; KDM4E inh: 5%; RECQ1 inh: i
[26] COc1ccccc1OCCNC1CCCC1
  SMN2 splice enh: -25%; IMPase Li cell: 7%[38.3 µM]; RGS12 GoLoco inh: -9%; KinaseGlo FLuc: -2%; Epigenetic derep: 0.0%; NPSR antag: 4%[46.1 µM]; KDM4E inh: 1%; RECQ1 inh: 2%

Compound activity deposited in PubChem by National Center for Advancing Translational Sciences (NCATS).

Some of the compounds tested (hit frequency here may not be typical).
